Screening results (PubChem)
Peg3 promoter: Peg3 promoter-driven luciferase inhibitors, primary screen, cell-based, HeLa, luciferase luminescence; HeLa PEG-Prom luciferase reporter, overnight; inhibition, % at 20 µM; 1.7% of 360,000 active;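 active = inhibition of at least 50% at 20 µM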
MITF TRPM1 inh: inhibitors of MITF-dependent TRPM1 promoter reporter, primary screen, cell-based, SK-MEL-5, single point, luciferase | SK-MEL-5 TRPM1 promoter luciferase, 24 h | inhibition, % at 12.5 µM | 0.83% of 330,000 active;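 active = mean inhibition across replicates of 60% or more, whatever share of single replicates reaches that level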; note: values of inactives mirror those of a sister screen read the other way
NR2E3 ag-1: inhibitors of NR2E3-RetCOR corepressor binding, primary screen, NR2E3 agonist project, biochemical, TR-FRET, GST-NR2E3, biotin-RetCOR; Photoreceptor-specific nuclear receptor (Homo sapiens), Q9Y5X4; 1536-well; inhibition of corepressor binding, % at 4.78 µM; 0.12% of 320,000 active; AID 2300, 2010;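 active = percent inhibition above the cutoff of mean plus 3 SD of all tested compounds, set per screening campaign, cut at about 20% in these data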;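 note: 0% = DMSO wells and 100% = biotin wells as full block of FRET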
Target sequence (Q9Y5X4 whole entry, looked up): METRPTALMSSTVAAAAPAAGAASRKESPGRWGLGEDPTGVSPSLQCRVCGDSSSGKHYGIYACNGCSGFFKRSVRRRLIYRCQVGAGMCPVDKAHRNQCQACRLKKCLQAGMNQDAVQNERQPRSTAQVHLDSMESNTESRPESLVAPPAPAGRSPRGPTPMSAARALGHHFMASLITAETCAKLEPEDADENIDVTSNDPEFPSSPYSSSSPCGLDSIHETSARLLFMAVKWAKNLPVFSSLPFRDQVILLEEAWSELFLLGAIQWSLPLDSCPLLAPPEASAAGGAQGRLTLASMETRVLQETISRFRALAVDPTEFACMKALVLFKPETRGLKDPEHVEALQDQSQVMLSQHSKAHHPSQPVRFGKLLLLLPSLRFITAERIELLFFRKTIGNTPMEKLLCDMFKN
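Material: NR2E3–RetCOR corepressor complex | Quantity: 1.35 nM GST-tagged NR2E3 final | Schedule: 5 h at 4 °C | Replication: Singlicate compound wells | Reagent: RetCOR corepressor, biotinylated, 7 nM | Controls: Biotin wells as high control, 0.6% DMSO wells as low control | Signal: TR-FRET, Eu(K)-anti-GST donor, streptavidin-D2 acceptor, ex 340, em 617/671 nm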
Shn3 inh set2: reduction of Shn3 3'UTR firefly luciferase signal, primary screen, Schnurri-3 inhibitor project, cell-based, Clone20 osteoblasts, set 2. Clone20 osteoblast Shn3 3'UTR firefly luciferase, 24 h. inhibition, % at 12.5 µM. 0.52% of 360,000 active;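 active = mean inhibition of at least 75% with every replicate also reaching 75%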;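 note: 0% = median of neutral control wells and 100% = pilot-screen positive control compound; some compounds past the cut are filed as inactive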
H9c2 protect: cardioprotection against H2O2-induced cell death, primary screen, uHTS, H9c2 cells, ATPLite luminescence; H9c2 cardiomyocytes, H2O2 injury protection, 2 h; protection from H2O2 cell death, % at 20 µM; 0.63% of 360,000 active; AID 588492, 2011;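 active = compounds giving at least 50% protection of heart cells from peroxide-induced death in the single-dose screen, raw or plate-pattern-corrected value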;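 note: 0% = DMSO wells with peroxide and 100% = DMSO wells without peroxide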
NR2E3 ag-2: NR2E3 agonists in two-hybrid cells, primary screen, cell-based, luminescence, CHO-S, Gal4-NCOR/VP16-NR2E3; luciferase; inhibition of corepressor binding, % at 3.98 µM; 0.35% of 360,000 active; AID 602229, 2012;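 active = inhibition above the mean of all tested compounds plus 3 SD, cut at about 70% in these data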;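 note: 0% = DMSO with NR2E3 transfected cells and 100% = cells lacking NR2E3 construct; higher means lower luciferase signal from less NR2E3 corepressor binding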
iPSC survival up: enhancers of single-cell hiPSC survival, primary screen, ATPlite luminescence; AID 602274, 2012; 0.044% of 360,000 active; 100% = ROCK inhibitor wells, 0% = DMSO; survival enhancement, % at 20 µM; in the data active = survival enhancement above about 18%;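 note: cells exposed to compounds for 16 hours before the ATP read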
PDI inh: inhibitors of human PDI, primary screen, biochemical, turbidity, single point, plate reader; Protein disulfide-isomerase (Homo sapiens), P07237; PDI insulin aggregation turbidity, A650, 90 min; inhibition, % at 10 µM; 0.052% of 350,000 active; AID 588391, 2011;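 active = mean inhibition across replicates of 30% or more, whatever share of single replicates reach that level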;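 note: absorbance from insulin aggregation driven by PDI reduction with DTT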
HIF-2a block: HIF-2a reporter inhibitors, primary screen, luminescence, 786-0 RCC cells; inhibition, % at 18.8 µM; 0.72% of 360,000 active; 786-0 RCC cells HIF-2a reporter, luciferase luminescence, overnight; AID 624352, 2012;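 active = inhibition of the luminescence signal of 40% or more relative to plate controls, in a single-dose primary screen at 18.75 µM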
CaV13 ICDI inh: Primary screen for inhibitors of IQ motif and Ca2+-dependent inactivation inhibitor domain binding in CACNA1D, Förster resonance energy transfer in living cells, …; HEK cells, CFP/YFP FRET ICDI-IQ, plate reader, 10 min; percent FRET-ratio fall versus neutral wells; inhibition, % at 12.3 µM; 0.098% of 340,000 active; AID 743397;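 active = mean replicate inhibition of at least 30% and at least 1% of replicates passing that level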;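 note: 0% = median of the neutral control wells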
HTR2A ag: mouse Htr2a agonists via beta-arrestin recruitment, primary screen, cell-based, luminescence | 5-hydroxytryptamine receptor 2A (Mus musculus), P35363 | CHO-K1 mHTR2A beta-arrestin complementation; percent of 30 µM serotonin response | activation, % at 7.6 µM | 0.66% of 360,000 active | AID 624169, 2012;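 active = activation above a run cutoff, the mean activation of all tested compounds plus 3 SD, cut at about 14% in these data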;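 note: 0% = plate median of compound wells and 100% = 30 µM serotonin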
Target sequence (P35363 whole entry, looked up): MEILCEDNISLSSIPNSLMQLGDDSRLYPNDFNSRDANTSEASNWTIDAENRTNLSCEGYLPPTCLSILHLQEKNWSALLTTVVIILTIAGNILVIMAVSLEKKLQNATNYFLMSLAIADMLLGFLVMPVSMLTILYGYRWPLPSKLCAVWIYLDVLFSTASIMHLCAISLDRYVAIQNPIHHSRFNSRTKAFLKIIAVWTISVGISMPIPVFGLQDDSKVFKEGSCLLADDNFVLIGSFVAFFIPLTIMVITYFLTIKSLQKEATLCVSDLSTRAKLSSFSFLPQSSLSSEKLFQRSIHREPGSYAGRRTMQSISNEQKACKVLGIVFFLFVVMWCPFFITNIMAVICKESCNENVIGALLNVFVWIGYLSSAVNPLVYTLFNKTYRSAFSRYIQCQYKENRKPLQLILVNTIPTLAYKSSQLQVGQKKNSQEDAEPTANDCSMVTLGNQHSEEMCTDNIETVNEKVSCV
An asterisk follows results filed as active; · = not tested or not shown.

compound | iPSC survival up | NR2E3 ag-2 | CaV13 ICDI inh | MITF TRPM1 inh | Shn3 inh set2 | NR2E3 ag-1 | Peg3 promoter | HTR2A ag | H9c2 protect | HIF-2a block | PDI inh
CCCc1c(C(=O)N/N=C(/C)c2ccncc2)nnn1-c1nonc1N | 0.2 | -53 | -4 | 9 | 15 | -1 | 9 | -1 | 8 | 18 | 16
CCN(CC)Cc1c(C(=O)N/N=C/c2ccccn2)nnn1-c1nonc1N | -0.3 | -19 | -7 | 8 | -44 | 5 | 12 | -2 | 15 | 0 | 8
COc1cc(OC)cc(-c2nnc(NC(=O)CCS(=O)(=O)c3ccc(C)cc3)o2)c1 | -0.1 | -8 | -14 | 19 | -1 | 1 | 16 | 2 | 18 | 7 | 6
O=C(C1CC(=O)N(c2ccc(Cl)cc2)C1)N1CCCCCC1 (configuration not stated) | -0.2 | 15 | -8 | -1 | 5 | 1 | -9 | 6 | 1 | -5 | 2
CC(Oc1ccc(-c2ccccc2)cc1)C(=O)N1CCOCC1 (configuration not stated) | -2.0 | 10 | -1 | -7 | -3 | 0 | -10 | 1 | 5 | -44 | -11
Cn1cccc1-c1nc2ccccc2n1C | 0.8 | 9 | 3 | -4 | -3 | -1 | -38 | 0 | 5 | -44 | -3
Cc1cccc(C)c1NC(=O)CN(C)CC(=O)Nc1ccc(F)c(Cl)c1 | -0.3 | 24 | -7 | 5 | -8 | 0 | 3 | 3 | 0 | 10 | -6
CCN(C(=O)CSc1nc(-c2ccccc2)c(-c2ccccc2)[nH]1)C1CCS(=O)(=O)C1 (configuration not stated) | -1.3 | -4 | -5 | -6 | -11 | 1 | 4 | -4 | 5 | 24 | -3
Cc1noc(NS(=O)(=O)c2ccc(NS(=O)(=O)c3ccc(Cl)cc3)cc2)c1C | -0.1 | 9 | -18 | -14 | 3 | · | 3 | -2 | 6 | 7 | 1
CCc1ccc(NC(=O)CN(c2cccc(C)c2)S(C)(=O)=O)cc1 | -0.3 | -15 | -3 | -2 | -3 | 1 | 14 | -4 | -11 | 2 | -6
Brc1ccc(CSc2nnc(-c3cnccn3)n2Cc2ccco2)cc1 | -2.0 | -13 | -6 | -2 | -14 | -1 | 27 | -10 | 6 | -22 | 3
CC1CC2C(C(O)CC3(C)C2CCC3(O)C(=O)CO)C2(C)C=CC(=O)C=C12 (configuration not stated) | 1.0 | -35 | -6 | -10 | -4 | · | -22 | 3 | 1 | 17 | 1
N#Cc1c(C(F)(F)F)cc(-c2ccccc2)nc1SCC(=O)N1CCOCC1 | 3.1 | 22 | · | 13 | -2 | -1 | 18 | -1 | 6 | 6 | 4
CCC(=O)Nc1sccc1C(=O)OC | -2.3 | -11 | -8 | -10 | 11 | 2 | 4 | -1 | 2 | 3 | 3
Nc1nc(NCC2CCCO2)nc(NCC2CCCO2)c1[N+](=O)[O-] (configuration not stated) | 2.4 | -2 | -6 | -5 | -20 | -2 | 2 | 5 | 13 | 14 | 3
O=C(OCC(=O)N1CCCC1)c1ccc(Cl)nc1 | 0.7 | -29 | -6 | -5 | -9 | -2 | -17 | 1 | 1 | -14 | 4
O=C(N/N=C/c1ccc([N+](=O)[O-])cc1)c1[nH]ncc1Br | -1.0 | -67 | -1 | -66 | -83 | 4 | -228 | 3 | -4 | -241 | -3
COC(=O)c1cc(NC(=O)c2cccc(C(F)(F)F)c2)c(=O)oc1C/C=N/OCc1cccc(Cl)c1Cl | 0.2 | -51 | -7 | 14 | 12 | -5 | 13 | -1 | -8 | -3 | 1
COc1ccc(/C=C/c2ccncc2)cc1 | -1.1 | -10 | -5 | -67 | -80 | -3 | -110 | 0 | 4 | -218 | -3
CSc1nsc(SCC(=O)Nc2cccc(C(=O)O)c2)n1 | -0.7 | -8 | -5 | -2 | -19 | 3 | -12 | 1 | 13 | -4 | 7
Cc1ccc(S(=O)(=O)Nc2cc(C(=O)Nc3cc(C)cc(C)c3)ccc2Cl)cc1 | -1.5 | 18 | · | 6 | 0 | 1 | 23 | 0 | -14 | -2 | -8
CC(NC(=O)CSc1nnc(COc2ccccc2)o1)c1ccccc1 (configuration not stated) | 4.6 | -8 | -3 | -5 | -17 | 2 | 7 | -5 | -4 | 5 | -1
O=Cc1ccccc1OCc1ccc2c(c1)OCO2 | -0.5 | -94 | -20 | -27 | -88 | -2 | -236 | 1 | -16 | -144 | 1
COc1ccccc1NS(=O)(=O)c1cc(N)ccc1N1CCOCC1 | 2.7 | -17 | -3 | -15 | 8 | · | -2 | -1 | 2 | 15 | 0
COc1c2c(cc(O)c1C(C)=O)OC(C)(C)C=C2 | -3.5 | -10 | -5 | -8 | 4 | · | 1 | 10 | -2 | 4 | -8
COC(=O)c1cnc(Oc2ccc(NC(=O)NC(=O)c3ccccc3Cl)cc2)cc1C(F)(F)F | -0.8 | -12 | -4 | 11 | -13 | 3 | 40 | 1 | -10 | 14 | -1
CSc1ccc(S(=O)(=O)Nc2ccc3c(c2)NC(=O)CC3)cc1 | 2.7 | 31 | 1 | 12 | 45 | 0 | 9 | 1 | -9 | 8 | -4
Cc1ccc(-c2cc(C(=O)NCC(c3ccccc3)N(C)C)c3ccccc3n2)o1 (configuration not stated) | 1.5 | 15 | -3 | -2 | 0 | · | -5 | -2 | 7 | -37 | 6
CCOc1ccccc1NC(=O)N1CCC(c2nc3ccc(C)cc3[nH]2)CC1 | -1.8 | -14 | -8 | 14 | 1 | 3 | 15 | -2 | 3 | 10 | 4
CCCN1CCN(C(c2cc3cc(OCC)ccc3[nH]c2=O)c2nnnn2C2CCCCC2)CC1 (configuration not stated) | 0.8 | 10 | -8 | 1 | -34 | 0 | 12 | -2 | 3 | -3 | 6
CC(C)(C)NC(=O)NC(=O)COC(=O)CCC1CCCCC1 | 0.3 | 10 | · | -7 | 0 | 0 | -1 | 11 | -14 | 4 | 0
COc1ccc(C2C(C#N)=C(N)Oc3cc(O)ccc32)cc1C (configuration not stated) | -0.5 | -10 | 10 | 8 | 10 | 2 | 17 | 5 | 0 | 22 | -3
CCC(=Nc1ccccc1O)C1=C(O)CC(c2ccccc2)CC1=O (configuration not stated) | -0.6 | 0 | -4 | 16 | 7 | -2 | -8 | 4 | -19 | 6 | -1
Cc1cc(C(=O)OCC(=O)N2CCOCC2)c(C)n1-c1ccccc1 | -0.5 | -42 | -3 | -24 | -51 | · | -97 | 3 | -2 | -104 | -5
O=C1CCSc2ccc(Cl)cc2N1Cc1ccc(Cl)cc1 | 0.3 | -5 | -3 | -9 | 9 | -1 | 29 | -3 | -12 | 35 | -4
CCCCNC(=O)C1CCC(CNS(=O)(=O)c2ccc(NC(C)=O)cc2)CC1 (configuration not stated) | 2.7 | -7 | -5 | 4 | 8 | 1 | -2 | 10 | 0 | 11 | 6
O=C(Cn1ncc2c1-c1ccccc1OC2)N1CCN(Cc2ccc3c(c2)OCO3)CC1 | 1.5 | 21 | -5 | 5 | -26 | 1 | 16 | -1 | 5 | 7 | ·
Nc1ccc(C(=O)Nc2ccc3cc(S(=O)(=O)O)ccc3c2)cc1 | -0.7 | -50 | -16 | -25 | -10 | · | -148 | 3 | -2 | -160 | 13
NNC(=O)C(Cc1cnc[nH]1)NC(=O)OCc1ccccc1 (configuration not stated) | 0.7 | -17 | -17 | -1 | -5 | 2 | -7 | 1 | -1 | 13 | -4
CC(=O)Nc1cccc(NCC(=O)Nc2cc(S(=O)(=O)N3CCCCC3)ccc2Cl)c1 | 0.5 | -7 | -5 | 3 | 28 | · | 3 | -3 | -9 | 8 | -7
COC(=O)c1cccc(NC(=O)CSc2nc(=O)cc(N)n2-c2ccccc2)c1 | 2.6 | 4 | -6 | 10 | -8 | 1 | -10 | 2 | 2 | -7 | -2
COc1cccc(OCc2cc(C(=O)N(C)Cc3nc(C)cs3)no2)c1 | -0.1 | -143 | · | -86 | -42 | 2 | -325 | 5 | -2 | -220 | -4
COCCNC(=O)c1c(N)n(-c2cccc(C)c2)c2nc3ccccc3nc12 | -1.1 | -29 | 1 | 11 | 16 | 4 | 14 | -3 | 45 | 16 | 3
C[C@H](CO)N1C[C@H](C)[C@@H](CN(C)Cc2ccccc2)Oc2ccc(NC(=O)Cn3cnnn3)cc2C1=O | -0.4 | -12 | -3 | -2 | -1 | · | -11 | 3 | 12 | -2 | -8
Cc1[nH]nc2c1C(c1ccsc1)C(C#N)=C(N)O2 (configuration not stated) | 2.0 | -6 | -6 | 15 | -7 | 1 | 15 | -1 | 2 | 5 | 0
O=C(CCCC1=NS(=O)(=O)c2ccccc2N1)N1CCN(c2ccc(Cl)cc2)CC1 | -0.6 | 4 | -6 | -5 | 1 | 2 | 7 | -4 | 8 | 8 | -4
COc1ccc(CCN2C(=O)C(C)=C(C)C2=O)cc1OC | 0.3 | -49 | -19 | -4 | 1 | -1 | -3 | -1 | -1 | -12 | 2
COc1ccc(NC(C)=O)cc1NC(=O)C1CCCN1C(=O)c1cccs1 (configuration not stated) | 0.5 | 0 | -5 | -2 | -1 | · | 3 | 4 | -1 | 6 | 7
C[C@H](CO)N1C[C@H](C)[C@@H](CN(C)C(=O)NC2CCCCC2)Oc2ccc(NC(=O)Nc3ccccc3)cc2C1=O | -3.4 | 19 | -12 | 0 | -14 | · | -15 | 8 | 6 | -9 | 1
CCOc1ccc(N(C)S(=O)(=O)c2csc(C(N)=O)c2)cc1 | 0.7 | -9 | -2 | -4 | 10 | 1 | -5 | 3 | -8 | 6 | 3
Fc1ccc(Oc2nc(-c3ccccc3)nnc2C(F)(F)F)cc1 | -0.3 | 15 | -1 | 7 | 5 | -1 | 26 | 1 | -18 | 33 | -9
CN(Cc1cccc(Cl)c1Cl)C(=O)c1ccc(NC(=O)CC#N)cc1 | 0.3 | -4 | -4 | 1 | 40 | -1 | 10 | -1 | -10 | 14 | -3

Rows are unselected; about 3.9% have a hit in one of these screens.
